Luciferase inh = Firefly luciferase inhibition profiling of diverse chemical library using quantitative high-throughput screening. actives 2.5% (n = 76,000). purified P. pyralis luciferase, luminescence, biochemical. Potency, µM (highest dose often 115 µM), for inactives: at the highest dose activity change, negative = inhibition, actives largely listed as inhibitors. Luciferin 4-monooxygenase (Photinus pyralis), P08659. AID 1347043, 2019; note: potency is the fitted concentration of half-maximal effect; nearly all actives have a fitted effect of over 65% in size
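Biochemical qHTS: compound (6-point titration) added to 10uM D-luciferin plus 10uM ATP in Tris acetate pH 7.5 buffer with Mg, Tween-20 and BSA, then purified enzyme at 10nM; light output imaged.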
SNCA viab count = GF-AFC viability counterscreen for inhibitors of alpha-synuclein gene (SNCA) expression | Potency, µM (doses to about 57.1 µM), for the others: at the highest dose activity change, negative = cytotoxicity, actives largely listed as cytotoxic | actives 0.12% (n = 150,000) | AID 1671193, 2021 | HEK-293-SNCA-luc viability, GF-AFC fluorescence, 24 h;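 note: potency is the fitted concentration of half-maximal effect; 0% = DMSO-treated cells and -100% = medium-only wells without cells; nearly all actives have a fitted effect of over 30% in size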
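HEK-293-SNCA-luc cells (1500/well) plated 24 h, then exposed 24 h to a dilution series; GF-AFC added 30 min at 37C, fluorescence 405/540 nm; normalised to medium-only and DMSO wells, Hill fit.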
GPT2 inh = Primary qHTS assay for inhibitors of Glutamate pyruvate transaminase 2 (GPT2); Alanine aminotransferase 2 (Homo sapiens), Q8TD30; Recombinant GPT2, coupled pyruvate oxidase/HRP Amplex Red fluorescence; AID 1671188, 2021; actives 0.25% (n = 100,000); Potency, µM (highest dose often 57.7 µM), without a hit: at the highest dose activity change, negative = inhibition, most hits filed as inhibitors; note: potency is the fitted concentration of half-maximal effect; nearly all actives have a fitted effect of over 60% in size; many of its hits are not listed in these tables
Target sequence (Q8TD30 whole entry, looked up): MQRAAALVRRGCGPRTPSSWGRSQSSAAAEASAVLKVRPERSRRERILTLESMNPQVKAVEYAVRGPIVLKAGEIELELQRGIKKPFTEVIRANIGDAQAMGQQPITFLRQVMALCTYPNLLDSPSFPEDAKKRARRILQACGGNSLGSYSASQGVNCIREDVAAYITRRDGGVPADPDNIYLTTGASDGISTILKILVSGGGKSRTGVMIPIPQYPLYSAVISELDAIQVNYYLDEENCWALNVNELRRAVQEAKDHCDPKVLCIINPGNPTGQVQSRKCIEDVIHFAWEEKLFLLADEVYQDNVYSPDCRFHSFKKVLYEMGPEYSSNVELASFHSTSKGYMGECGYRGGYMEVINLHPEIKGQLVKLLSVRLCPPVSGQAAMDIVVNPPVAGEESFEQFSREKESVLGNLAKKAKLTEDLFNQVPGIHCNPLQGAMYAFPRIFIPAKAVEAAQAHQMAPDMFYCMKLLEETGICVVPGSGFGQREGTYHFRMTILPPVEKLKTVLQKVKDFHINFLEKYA
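Fluorescence of coupled pyruvate oxidase/HRP/Amplex Red system (50uM Amplex, 30 min, dark) reports pyruvate formed by GPT2. Enzyme reaction: 10ng/uL GPT2, 2mM L-alanine, 250uM a-KG, 30 min room temperature, pH 7.5; 50uM AOA control.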
3T3 cytotox = Cytotoxic Profiling in NIH 3T3 Cell Line of Diverse Libraries Using Quantitative High-Throughput Screening; NIH 3T3 viability, CellTiter-Glo ATP luminescence, 48-72 h; Potency, µM (doses to about 96.7 µM), without a hit: at the highest dose activity change, negative = cytotoxicity, hits mostly inhibitors; actives 4.3% (n = 94,000); AID 1345082, 2018; note: potency is the fitted concentration of half-maximal effect; nearly all actives have a fitted effect of over 55% in size
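Cells were seeded at 400 per well, treated with pin-transferred compound, and kept 48 or 72 hr at 37 °C before CellTiter-Glo addition and luminescence imaging of cellular ATP.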
HEK cytotox = Cytotoxic Profiling in HEK 293 Cell Line of Diverse Libraries Using Quantitative High-Throughput Screening. actives 6.6% (n = 94,000). Potency, µM (series often up to 115 µM), for inactives: top-dose activity change, negative = cytotoxicity, hits mostly inhibitors. HEK 293 viability, ATP luminescence (CellTiter-Glo), 48-72 h; note: potency is the fitted concentration of half-maximal effect; nearly all actives have a fitted effect of over 60% in size
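ATP-coupled CellTiter-Glo luminescence served as viability read-out, recorded 10 min after reagent addition at room temperature. HEK 293 cells, 250 cells/well, had been incubated with pintool-transferred compound for 48 or 72 hr at 37 degree Celsius.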
SNCA expr inhib = Primary qHTS assay for inhibitors of alpha-synuclein gene (SNCA) expression; HEK-293 SNCA-luciferase knock-in, luminescence, 24 h; Potency, µM (doses to about 57.2 µM), inactives show at the highest dose activity change, negative = inhibition, actives largely listed as inhibitors; actives 0.17% (n = 140,000);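 note: potency is the fitted concentration of half-maximal effect; plate controls were DMSO cells for no effect and cell-free wells for full effect; nearly all actives have a fitted effect of over 45% in size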
IP6K1 inh = Primary qHTS assay for small molecule inhibitors of Inositol hexaphosphate kinase 1 (IP6K1). IP6K1 kinase, ADP-Glo luminescence, 2 h; stronger effect = lower value. activity change, % (series mostly up to about 58 µM). actives 0.81% (n = 140,000); in the data active = activity change below about -25%
Target sequence (Q92551 whole entry, looked up): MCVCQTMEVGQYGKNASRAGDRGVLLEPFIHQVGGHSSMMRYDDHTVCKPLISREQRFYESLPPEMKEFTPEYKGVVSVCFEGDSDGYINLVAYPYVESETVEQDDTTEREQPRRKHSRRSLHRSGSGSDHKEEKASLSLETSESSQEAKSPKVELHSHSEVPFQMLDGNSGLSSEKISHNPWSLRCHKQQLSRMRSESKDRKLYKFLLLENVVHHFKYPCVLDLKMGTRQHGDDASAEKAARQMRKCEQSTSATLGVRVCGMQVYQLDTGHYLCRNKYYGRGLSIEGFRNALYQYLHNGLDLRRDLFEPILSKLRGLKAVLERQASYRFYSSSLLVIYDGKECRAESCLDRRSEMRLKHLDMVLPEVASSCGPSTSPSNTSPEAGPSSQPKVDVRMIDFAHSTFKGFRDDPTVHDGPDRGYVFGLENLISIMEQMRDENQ
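ADP-Glo luminescence measures ADP made by human IP6K1 during a 2 h RT reaction with ATP/IP6 (mix at 1.3 mM/130 uM); top library doses 57.5 and 19.1 uM final.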
* marks the source's active call; other numbers are inactive results; i = inactive; ? = inconclusive; · = not tested or not shown; & = joins results of further samples; [ ] = another dose, or the depositor's remark. Unless noted, calls come from the whole dose curve; as a rule, active = well fitted curve in the direction sought with a large enough effect; inconclusive = small, poorly fitted or top-dose-only effect, or another doubt; inactive = no such curve, though single readings can be large; an effect the other way counts as inactive or inconclusive. Unless noted, % is set by controls: 0 for no effect and ±100 for the full control effect.

SMILES	Luciferase inh	SNCA viab count	GPT2 inh	3T3 cytotox	HEK cytotox	SNCA expr inhib	IP6K1 inh
COc1ccccc1C(=O)N1C[C@@H](COc2ccccc2)[C@H](C(N)=O)C1	0.4%	8.9%	2.4%	i	-5.9%	18.5%	8.6
COc1ccc(Cc2nc3nccc(-c4cc(OC)c(OC)c(OC)c4)n3n2)cc1	-7.2%	-2.0%	-8.4%	?	?	1.6%	0.8
CCOc1ccc(N(CC(=O)OC)S(=O)(=O)c2ccc3c(c2)n(C)c(=O)c(=O)n3C)cc1	·	10.7%	·	·	·	33.7%[activator]	-2.8
O=C(C1CCCN1C(=O)c1cccc(Cl)c1)N1CCC(N2Cc3cccn3C2=O)CC1 (stereo not given)	·	-16.3%	i	?	-30.5%	4.1%	10.1
CC(=O)N1CCCN(C(=O)c2ccc3nccn3c2)CC1	·	-1.1%[87.6 µM]	i	-7.1%[138 µM]	-9.9%[172 µM]	42.2%[activator][87.6 µM]	20.2
Clc1ccc(C2Cn3nnc(-c4nc(-c5ccsc5)no4)c3CO2)cc1 (stereo not given)	-2.6%	-19.2%	4.9%	-13.6%	1.5%	-17.3%	0.4
CCc1nn(CC(=O)NCCCc2ccccc2)c(=O)c2cc3ccccc3n12	·	4.3%	·	·	·	28.2µM*	7.8
Cc1ccc(CNC(=O)N2C[C@@H](Oc3cccnc3)C[C@H]2C(=O)N2CCOCC2)cc1	2.2%	-1.2%	1.1%	-9.5%	-11.8%	-2.6%	3.5
COCCN1CC(C(=O)NCc2sc3ccccc3c2Cl)CCC1=O (stereo not given)	3.6%	10.6%	5.0%[11.5 µM]	-30.5%	?	-8.1%	-12.1
CCOC(=O)N1CCC(NC(=O)c2ccc3c(c2)N(Cc2ccc(Cl)cc2)C(=O)c2ccccc2S3=O)CC1 (stereo not given)	·	4.7%	·	·	·	?	-4.8
COC(=O)CN1C(=O)[C@@H]2C[C@@H](O)CN2C2(CN(Cc3ccc(OC)cc3)C2)C1=O	-3.7%[172 µM]	4.2%[87.6 µM]	i	-3.1%[174 µM]	3.4%[172 µM]	3.9%[87.6 µM]	12.2
COCc1ncc(C)n1CCNC(=O)Nc1ccc(C)c(C)c1	-6.1%	-0.3%	-8.0%	-12.5%	i	-14.6%	12.9
C#CCNC(=O)c1cc(-c2cccc(OC)c2)nc2c1cnn2C	·	·	·	?	?	·	2.6
Cc1noc([C@H]2CCN(CC3CC3)C[C@H]2NC(=O)C2CC2)n1	-6.1%	2.7%	i	i	1.7%	-1.2%	16.4
Cc1cc(CNC(=O)C2(C(N)=O)CC2)c2[nH]c(-c3ccccc3)c(C)c2c1	12.6µM*	-22.4%	-23.3%	?	22.4µM*	?	22.8
CCCC(=O)N1Cc2ccccc2CC2(CCCCN2Cc2ccccn2)C1 (stereo not given)	·	-15.5%	i	?	?	?	-12.5
CN(CC1CCOCC1)C(=O)c1cccc(F)c1	-5.9%	8.1%	i	3.9%	-6.9%	-17.1%	15.4
O=C(NCCc1ccccc1)c1ccc2nnc(Cc3ccc(Cl)cc3)n2c1	·	?	i	?	?	-17.0%	-11.7
COC[C@@H]1[C@H](C(=O)N2CCc3ccccc32)CCC(=O)N1C	-1.1%	-0.1%	i	-16.9%	-39.7%	?	2.8
CCC(=O)Nc1ccc(C2(C(=O)NC3CC3)CCCCC2)cc1	3.1%	3.6%	2.3%	0.1%	-2.0%	-5.7%	-2.6
Cn1nnnc1SCCCNCc1ccc(-c2cccc(Cl)c2)o1	·	16.0%	·	·	·	11.3%	12.5
N#Cc1ccc(S(=O)(=O)N2CCCCCCNC(=O)[C@@H]3CCC[C@@H]32)cc1	-8.6%	1.9%	i	?	?	-2.0%	-9.1
COc1ccc(O[C@H]2COCCN(C(=O)c3cccnc3)C2)cc1	-4.0%[172 µM]	1.4%[87.6 µM]	-3.2%[88.5 µM]	-7.9%[138 µM]	i	17.3%[87.6 µM]	17.8
COc1ccc(CNC(=O)C2CCN(C(=O)c3ncn4c3COC(c3ccc(C)cc3)C4)CC2)cc1 (stereo not given)	39.8µM*	0.1%	i	-13.6%	-18.0%	24.0%	-8.2
COCCN1CCCCCC(O)c2cc(C(=O)Nc3cc(C)ccc3OC)ccc21 (stereo not given)	?	4.7%	-4.1%	?	44.7µM*	-3.2%	1.9

Continued:
SMILES	Luciferase inh	SNCA viab count	GPT2 inh	3T3 cytotox	HEK cytotox	SNCA expr inhib	IP6K1 inh
CN(Cc1nccn1C)C(=O)C1CCC(=O)N(CCc2ccccn2)C1 (stereo not given)	12.4%	-0.6%	0.1%[11.5 µM]	i	0.4%	-16.6%	1.6
Cc1ccccc1C(=O)NC1CCN(Cc2cccc(-c3cccs3)c2)CC1	·	0.5%[12.5 µM]	i	?	?	-1.3%	10.2&-4.2
CC(C)Oc1ccc2c(NC(=O)C3CCOC3)nn(CC(F)(F)F)c2c1 (stereo not given)	-1.0%	2.7%	-4.6%	-0.4%	4.9%	-14.4%	15.5
Cn1c(NCc2cccc(Cl)c2)nc2ccccc21	·	?	·	·	·	101.7%[activator]	-6.5
O=C(O)CCCC(=O)N1CCN2C(=O)c3cc(-c4ccco4)ccc3NC(=O)[C@@H]2C1	-18.9%[172 µM]	10.7%[87.6 µM]	2.6%[88.5 µM]	-19.5%[138 µM]	-18.9%[172 µM]	20.3%[87.6 µM]	3.1
CN(CCc1ccccn1)[C@@H]1[C@H](O)[C@H](CO)O[C@@H]1CNC(=O)Nc1ccc(OC(F)(F)F)cc1	-11.2%	9.6%	-12.6%	-21.2%	-29.3%	53.2%[activator]	13.4
COc1ccc(C(=O)N[C@@H]2CCC[C@@H]2C(=O)NC2CCN(C)CC2)cc1	-0.7%	-15.7%	1.2%	-4.4%	-3.0%	11.2%	-8.1
O=C(c1cccnc1)N1CCC2(CC1)CC(OCC1CC1)CCO2 (stereo not given)	7.6%	-15.6%[12.5 µM]	i	4.0%	9.3%	-19.9%	-2.3
COc1ccc(C2CC(c3ccccc3)=NN2c2ccc(S(N)(=O)=O)cc2)cc1 (stereo not given)	·	4.8%&-10.4%	-7.5%	·	·	13.6µM*	13.2
CC(C)(C)c1nnc2n1C(C(=O)N1CCCC1)CC2 (stereo not given)	·	0.6%[87.6 µM]	1.8%[88.5 µM]	i	i	23.5%[87.6 µM]	2.7
Cc1ccccc1C(=O)NCCNC(=O)c1cccc(-c2ncccc2C#N)c1	·	1.3%[12.5 µM]	i	-13.9%	2.1%	0.0%	5.1
Cc1ccc(C)c(CN2C(=O)c3ccccc3S(=O)c3ccc(C(=O)N4CCCCC4)cc32)c1 (stereo not given)	·	2.0%	·	·	·	8.5%	18.5
Cc1nnc2n1CCC(N(C)C(=O)CCc1c[nH]c3ccccc13)CC2 (stereo not given)	-0.3%	-5.6%	3.5%	-15.4%	2.0%	-2.4%	5.1
COc1cccc(NC(=O)Cn2cccc2-c2nc(-c3ccc(OC)c(F)c3)no2)c1	1.0%	-2.1%	-2.7%	-1.3%	-1.9%	48.6%[activator]	6.0
CCOc1ccc(C(=O)Nc2nnc(SCc3cc(=O)c4cc(C)ccc4[nH]3)s2)cc1	·	17.1%	·	·	·	8.9%	13.6
Cc1ccc2[nH]c3c(c2c1)CCCC3NC(N)=O (stereo not given)	3.1%	1.9%	?	2.1%	?	-1.9%	-5.6
CCN1CCN(c2cc(C)c3cc(NC(=O)c4ccccc4F)ccc3n2)CC1	·	7.1%	·	·	·	159.6%[activator]	10.1
COC[C@H]1CCCN1Cc1nc(C2(O)CCN(C3CCN(C)CC3)CC2)cs1	-0.2%[172 µM]	-13.0%[87.6 µM]	1.1%[88.5 µM]	?	?	22.2%[87.6 µM]	11.1
CCN(C1CCOCC1)C1CN(C(=O)c2ccco2)C1	0.0%	-7.7%	i	i	1.5%	5.6%	-0.4
CN(C)C(=O)c1ccc(-c2ccc(N3CCCCCC3)nc2)cc1	17.8µM*	-23.1%	1.2%	?	31.6µM*	24.5%	0.7
O=C(Cc1cccc(F)c1)N1C[C@@H](CO)[C@H](c2ccccn2)C1	-1.6%	-8.6%	i	-2.4%	-6.1%	-16.5%	0.0
CCC(=O)N1CCc2cc(S(=O)(=O)NCCC(=O)Nc3ccc(N(CC)CC)cc3C)ccc21	·	-1.1%	·	·	·	-16.4%	2.3
COc1cccc(CNC(=O)C2CCc3sc(C(=O)N(C)C)cc3C2)c1 (stereo not given)	-9.9%	9.2%	i	-21.0%	-25.0%	20.0%	5.0
COc1ccc(C2Cn3nnc(-c4noc(CCc5ccccc5)n4)c3CO2)cc1 (stereo not given)	-2.6%	-16.5%	i	-12.8%	-17.6%	-22.1%	-2.1
O=C(NC1CCCCC1)C1CCc2ncc(-c3ccsc3)n2C1 (stereo not given)	-4.2%	6.6%	-12.3%	?	?	1.7%	9.0

Next section
SMILES	Luciferase inh	SNCA viab count	GPT2 inh	3T3 cytotox	HEK cytotox	SNCA expr inhib	IP6K1 inh
O=C(Cn1ccc(=O)[nH]c1=O)N1CCN(Cc2ccccc2)CC(O)C1 (stereo not given)	2.7%	6.0%	0.3%	2.1%	i	6.8%	3.2
COc1ccc(C(=O)N2CCC3(CC2)NCCc2c3[nH]c3ccccc23)cc1F	0.0%	3.1%[12.5 µM]	i	?	12.6µM*	?	10.6
O=C(Nc1ccc(-c2nnc3n2CCCC3)cc1)c1ccn[nH]1	-5.0%	11.1%	i	-1.4%	11.0%	-2.5%	42.0
COc1ccc(-c2ccc(C(=O)NCc3ccccc3Cl)cc2)nn1	·	·	·	-17.6%[138 µM]	-9.9%[172 µM]	·	5.4
N#Cc1ccc(N2CCN(C(=O)CNC(N)=O)CC2=O)cc1	0.2%	-2.1%	-5.2%	-2.8%	?	2.8%	10.1
C=C1C(=O)O[C@@H]2[C@H]3C(C)=CC(=O)C3=C(C)CC[C@@H]12	·	?	i	·	·	·	13.8
CCOc1ccccc1N(C)C(=O)C1CCCN(c2ncnc3c2nc2n3CCCCC2)C1 (stereo not given)	·	-6.9%	·	·	·	0.9%	20.2
Cc1noc(-c2cn(C3CCCN(C(=O)c4ccc5c(c4)OCO5)C3)nn2)n1 (stereo not given)	10.7%	-4.0%	?	?	6.3%	-4.8%	14.8

2 compounds from above with just SNCA expr inhib, SNCA viab count and 3T3 cytotox:
Compound | SNCA expr inhib | SNCA viab count | 3T3 cytotox
O=C(Cn1ccc(=O)[nH]c1=O)N1CCN(Cc2ccccc2)CC(O)C1 (stereo not given) | 6.8% | 6.0% | 2.1%
O=C(Nc1ccc(-c2nnc3n2CCCC3)cc1)c1ccn[nH]1 | -2.5% | 11.1% | -1.4%

Compound activity as filed in PubChem.

Only part of the results is shown; rates above refer to the full screens.
